TROY NFkB inh: TROY signaling inhibition | 0.98% of 360,000 active | Q293 LMP1-TROYcd NF-kB luciferase reporter, 4 h | inhibition, % at 10 µM;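 active = compounds whose plate-normalised and pattern-corrected inhibition of the luciferase reporter signal at the single screening dose is 50% or more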
TLR9-MyD88 inh: TLR9-MyD88 interaction inhibition. CHO BLA complementation TLR9-MyD88, CCF4 FRET ratio. 0.21% of 340,000 active. AID 504734. Q9NR96+Q99836. inhibition, % at 4.98 µM;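 active = inhibition above the mean over all tested compounds plus 3 SD, cut at about 21% in these data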;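 note: 0% = DMSO only wells and 100% = clavulanate BLA inhibitor control wells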
NR2F2 inh: NR2F2 (human) inhibition, primary screen. HEK293T NGFI-A luciferase reporter, luminescence. 0.7% of 370,000 active. inhibition, % at 8.6 µM;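 active = inhibition above a per-plate cutoff, mean inhibition of test wells between control levels plus 3 SD, cut at about 38% in these data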;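 note: cells cotransfected with COUP-TFII expression vector driving the NGFI-A reporter; 0% = median of COUP-TF2 test wells and 100% = reporter-only cells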
Target sequence (P24468 whole entry, looked up): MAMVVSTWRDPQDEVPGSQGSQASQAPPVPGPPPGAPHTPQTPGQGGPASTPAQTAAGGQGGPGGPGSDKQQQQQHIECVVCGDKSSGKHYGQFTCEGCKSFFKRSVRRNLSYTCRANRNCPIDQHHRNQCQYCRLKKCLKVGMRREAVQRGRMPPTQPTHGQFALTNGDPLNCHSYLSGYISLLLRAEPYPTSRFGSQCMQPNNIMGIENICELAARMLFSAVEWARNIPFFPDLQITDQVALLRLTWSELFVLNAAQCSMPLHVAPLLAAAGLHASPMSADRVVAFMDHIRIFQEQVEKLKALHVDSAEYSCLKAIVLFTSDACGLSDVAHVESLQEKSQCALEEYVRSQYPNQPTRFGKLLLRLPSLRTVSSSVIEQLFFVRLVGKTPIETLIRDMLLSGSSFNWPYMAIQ
NR5A2 inv ag: NR5A2 inverse agonism in reporter assay; HEK293T StAR-luciferase reporter, LRH-1 transfected, 24 h; 0.13% of 360,000 active; inhibition, % at 3.6 µM; AID 602396;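 active = inhibition above the mean inhibition of all tested compounds plus 3 SD, cut at about 73% in these data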;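 note: 0% = DMSO wells and 100% = reporter-only cells lacking LRH-1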
TWEAK-Fn14 inh: blocks TWEAK-Fn14 interaction in a reporter cell assay; TWEAK-stimulated Fn14 reporter cells, luciferase luminescence, 8 h; 2% of 360,000 active; AID 1159606; inhibition, % at 10 µM; in the data active = inhibition above about 50%
SRC3 inh: inhibits human SRC3 coactivator; Q9Y6Q9; HEK293 GAL4-SRC3 luciferase reporter, luminescence; inhibition, % at 3.6 µM; 0.17% of 360,000 active; AID 588352;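 active = inhibition above a per-campaign cutoff, the mean of all compounds plus 3 SD, cut at about 60% in these data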;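 note: 0% = DMSO-treated cells and 100% = gossypol-treated cells at 36 µM; higher means less SRC3-driven luciferase light from the GAL4 reporter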
LMP1 NFkB inh: inhibitors of Epstein-Barr LMP1-induced NF-kappaB reporter; LMP1-induced NF-kappaB luciferase reporter cells, luminescence; inhibition, % at 12.5 µM; 0.69% of 350,000 active; AID 504558; in the data active = inhibition above about 41%;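 note: 0% = neutral control wells and 100% = reference inhibitor control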
NCOA1 inh: inhibitors of human steroid receptor coactivator 1 (SRC1) | HEK293 GAL4-SRC1 luciferase reporter, luminescence | inhibition, % at 3.6 µM | 0.12% of 360,000 active | AID 588354;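 active = inhibition above the campaign mean plus 3 SD, with each screening campaign given its own cutoff, cut at about 60% in these data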;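 note: 0% = DMSO treated cells and 100% = gossypol at 36 µM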
NOD2 RIPK2 PPI: NOD2-RIPK2 protein interaction inhibition | CHO BLA complementation NOD2-RIPK2, CCF4 ratio | AID 624267 | O43353 | 0.38% of 360,000 active | inhibition, % at 4.98 µM; in the data active = inhibition above about 21%;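 note: 0% = vehicle only and 100% = reference blocker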
Target sequence (O43353 whole entry, looked up): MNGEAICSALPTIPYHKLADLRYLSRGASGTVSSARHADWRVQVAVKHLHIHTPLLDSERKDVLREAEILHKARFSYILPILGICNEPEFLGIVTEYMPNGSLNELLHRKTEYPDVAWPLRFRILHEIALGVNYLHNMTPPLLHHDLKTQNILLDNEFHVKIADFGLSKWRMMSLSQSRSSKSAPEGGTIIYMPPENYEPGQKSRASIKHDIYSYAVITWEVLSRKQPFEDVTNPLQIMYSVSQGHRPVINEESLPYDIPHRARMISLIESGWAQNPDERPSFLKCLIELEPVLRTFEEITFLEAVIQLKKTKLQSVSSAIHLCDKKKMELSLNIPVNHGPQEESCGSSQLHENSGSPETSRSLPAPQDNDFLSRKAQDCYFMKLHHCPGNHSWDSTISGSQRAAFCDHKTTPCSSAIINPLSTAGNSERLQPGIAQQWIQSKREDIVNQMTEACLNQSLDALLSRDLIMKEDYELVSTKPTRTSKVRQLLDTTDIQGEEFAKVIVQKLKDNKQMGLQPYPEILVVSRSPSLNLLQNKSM
NCOA2 inhibitor: human SRC2 (NCOA2) inhibition. Q15596. HEK293 GAL4-SRC2 luciferase reporter, luminescence. inhibition, % at 9 µM. 0.17% of 370,000 active;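 active = inhibition above the mean inhibition of all tested compounds plus 3 SD, set per campaign, cut at about 52% in these data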;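 note: 0% = DMSO treated cells and 100% = cells given Gossypol at 36 µM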
TRAIL sens C8: sensitizes caspase-8 expressing cells to TRAIL. 1% of 360,000 active. inhibition (viability loss, TRAIL sensitization), % at 10 µM. NB7+C8 cells + TRAIL, ATPlite viability luminescence;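 active = compounds causing at least 50% loss of cell viability in the single-dose screen, relative to plate controls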
The depositor's hits bear a star. Not all compounds are listed; rates above refer to the full screens.

(1) CC(NC(=O)c1ccco1)C(=O)OCc1cccc(Cl)c1 (stereo not drawn)
(2) CCc1nc(SC)[nH]c(=O)c1C
(3) O=C(N/N=C/c1cccc([N+](=O)[O-])c1)c1ccc(COc2ccccc2-c2ccccc2)cc1
(4) CC(C)c1ccc(NC(=O)CCCC(=O)NCCc2ccccc2)cc1
(5) O=C1OCc2cc(NC(=O)C3CCCO3)ccc21 (stereo not drawn)
(6) COc1ccc2c3c(c(=O)oc2c1OCC(N)=O)CCCC3
(7) O=C(CCS(=O)(=O)c1ccc(Br)cc1)Nc1ccc(Cl)cc1F
(8) O=C(COC(=O)c1ccc2[nH]c3c(c2c1)CCCC3)Nc1ccc(Cl)cc1Cl
(9) O=C(OCC(=O)N1CCCc2ccccc21)c1cccc(S(=O)(=O)N2CCc3ccccc32)c1
(10) O=S(=O)(c1cccc(F)c1)N1CCN(C(=S)NCC2CCCO2)CC1 (stereo not drawn)

compound no.	1	2	3	4	5	6	7	8	9	10
TROY NFkB inh	5	9	10	-33	22	2	-4	17	-11	17
TLR9-MyD88 inh	-6	4	-2	-8	-4	-7	2	-3	5	0
NR2F2 inh	-7	8	-1	24	-15	-4	4	11	0	3
NR5A2 inv ag	16	18	-6	-16	26	-31	2	-55	-11	11
TWEAK-Fn14 inh	8	-1	-9	-3	-1	27	5	-31	-35	-2
SRC3 inh	-22	5	-1	-3	-6	-4	12	14	1	8
LMP1 NFkB inh	1	-3	-13	5	-17	3	-1	-7	9	-10
NCOA1 inh	-22	3	-8	-5	-18	-27	-1	-1	-15	-2
NOD2 RIPK2 PPI	-3	0	11	-4	-7	-7	0	-8	2	3
NCOA2 inhibitor	-23	0	-7	-13	1	-11	15	-15	-5	-9
TRAIL sens C8	9	-8	-12	-7	-4	-6	1	-5	21	7

Looked up by compound from above:
(3) O=C(N/N=C/c1cccc([N+](=O)[O-])c1)c1ccc(COc2ccccc2-c2ccccc2)cc1
(6) COc1ccc2c3c(c(=O)oc2c1OCC(N)=O)CCCC3

compound no.	3	6
TROY NFkB inh	10	2
TLR9-MyD88 inh	-2	-7
NR2F2 inh	-1	-4
NR5A2 inv ag	-6	-31
TWEAK-Fn14 inh	-9	27
SRC3 inh	-1	-4
LMP1 NFkB inh	-13	3
NCOA1 inh	-8	-27
NOD2 RIPK2 PPI	11	-7
NCOA2 inhibitor	-7	-11
TRAIL sens C8	-12	-6

The list continues.
(11) COc1cc(NC(=O)CSc2nc3c(C)ccc(C)c3cc2C)c(C(=O)O)cc1OC
(12) Cc1cccc(NC(=O)c2ccc(N3CCCCC3)c([N+](=O)[O-])c2)n1
(13) COc1ccc(C(=O)NC(=S)Nc2ccc3[nH]c(=O)[nH]c3c2)cc1
(14) O=C(COC(=O)c1cccc(S(=O)(=O)N2CCCC2)c1)c1ccc(F)cc1
(15) COc1ccc(C(=O)N2CCCN(C)CC2)cc1S(=O)(=O)N(C)Cc1ccccc1
(16) Nn1c(Cc2ccccc2)nc2cc(Cl)ccc2c1=O
(17) CN1CCCCC1=NCCCn1cnc2c1c(=O)n(C)c(=O)n2C
(18) Oc1ccccc1C1NN=C(c2ccccc2)S1 (stereo not drawn)
(19) C=CCSc1nc2c(c(=O)n(C)c(=O)n2C)n1CC
(20) CCN1CCN(C(=O)/C=C/c2ccc(C)cc2)CC1

compound no.	11	12	13	14	15	16	17	18	19	20
TROY NFkB inh	15	-20	7	-26	4	0	1	-21	8	3
TLR9-MyD88 inh	4	-7	-8	-2	-3	0	-2	-3	-16	-4
NR2F2 inh	-9	-19	-12	-24	6	-7	0	-82	-3	-3
NR5A2 inv ag	7	-93	1	-4	12	6	-7	-84	17	-1
TWEAK-Fn14 inh	-12	7	-19	-20	12	3	-13	56*	7	5
SRC3 inh	18	-118	4	9	10	-1	11	-128	1	-21
LMP1 NFkB inh	-8	-31	3	-4	0	4	-2	-21	2	0
NCOA1 inh	-2	-89	2	0	-2	3	-12	-137	15	-9
NOD2 RIPK2 PPI	0	-2	-7	3	-6	-9	2	-6	-6	-4
NCOA2 inhibitor	9	-46	-26	3	-5	13	1	-62	9	-14
TRAIL sens C8	0	34	11	-9	-1	2	-11	70*	2	-10

(21) O=C(c1ccc(F)cc1)C1CCN(C(=O)Nc2ccc(F)cc2)CC1
(22) O=C(Nc1cccc(S(=O)(=O)N2CCCCCC2)c1)c1ccc(=O)[nH]c1
(23) O=C(NCCCN1CCOCC1)c1ccc(Sc2cccc(Cl)c2)c([N+](=O)[O-])c1
(24) CNc1ccc(C(=O)OCC(=O)NC(=O)NC2CCCC2)cc1[N+](=O)[O-]
(25) Cc1cc(C)c(C#N)c(Nc2ccc3c(c2)OCCO3)n1
(26) CC1CCc2cc(F)ccc2N1C(=O)CSc1nnc2c3ccccc3n(C)c2n1 (stereo not drawn)
(27) Cc1cc(Br)ccc1NC(=O)CN(C)C(=O)c1ccc2ccccc2n1
(28) COc1cc(OC)cc(-c2c(-c3ccc(F)cc3)c3cc(-c4ccc(OC)nc4)ccc3n2C)c1
(29) O=C(COc1ccc(S(=O)(=O)NC2CCCCC2)cc1Cl)NCC1CCCO1 (stereo not drawn)
(30) CCCC1(c2ccccc2)NC(=O)N(CC(=O)Nc2ccc(N3CCOCC3)cc2)C1=O (stereo not drawn)

compound no.	21	22	23	24	25	26	27	28	29	30
TROY NFkB inh	8	2	11	12	-12	10	-53	10	-1	1
TLR9-MyD88 inh	-4	2	-2	12	1	-3	1	1	-6	-4
NR2F2 inh	4	9	22	3	10	0	3	-24	9	-4
NR5A2 inv ag	-1	1	23	3	10	-1	5	-8	-17	10
TWEAK-Fn14 inh	2	-1	-14	-14	5	-3	-12	-8	21	9
SRC3 inh	13	7	-29	6	-18	12	-3	-5	6	-36
LMP1 NFkB inh	6	5	10	5	-4	19	-10	2	4	-2
NCOA1 inh	0	2	3	-4	3	-1	-41	-6	1	-12
NOD2 RIPK2 PPI	2	-3	2	6	-5	1	6	-3	6	-12
NCOA2 inhibitor	8	-15	-1	18	-55	-2	-23	11	-3	-36
TRAIL sens C8	17	-9	13	9	-8	-15	0	17	1	-5

Structures above that bear a hit mark in TWEAK-Fn14 inh:
| no. | smiles | TLR9-MyD88 inh | NR2F2 inh | NR5A2 inv ag | TWEAK-Fn14 inh | SRC3 inh | LMP1 NFkB inh | NCOA1 inh | NOD2 RIPK2 PPI | NCOA2 inhibitor |
| --- | --- | --- | --- | --- | --- | --- | --- | --- | --- | --- |
| 18 | Oc1ccccc1C1NN=C(c2ccccc2)S1 (stereo not drawn) | -3 | -82 | -84 | 56* | -128 | -21 | -137 | -6 | -62 |

(continued)
(31) CN(CCn1ccnc1)Cc1cn(Cc2ccccc2)nc1-c1ccc2c(c1)OCO2
(32) COc1ccc(C(=O)Cn2cnc3ccccc3c2=O)cc1OC
(33) COc1ccc(CNC(=O)c2ccc(CS(=O)Cc3cccc(Cl)c3)o2)cc1 (stereo not drawn)
(34) COC(=O)c1ccc(CSc2nc(C(F)(F)F)c3c(c2C#N)CCC3)o1
(35) CCOC(=O)C(=Cc1cc(=O)c(OC)co1)C(=O)OCC
(36) Cc1ccc(S(=O)(=O)Nc2cc(S(=O)(=O)N3CCCCC3)ccc2N2CCOCC2)cc1
(37) COc1ccc(NCc2nnc(SCc3ccccc3)n2-c2ccc(OC)cc2)cc1
(38) O=c1oc2ccccc2c(NCc2ccccc2)c1[N+](=O)[O-]
(39) CCC(C)(C)NC(=O)c1ccc(S(=O)(=O)N2CCCCCC2)cc1
(40) Cc1c(C(=O)N2CCCc3ccccc32)sc2nc(-c3ccccc3)cn12

compound no.	31	32	33	34	35	36	37	38	39	40
TROY NFkB inh	8	14	-10	-3	42	6	-10	8	9	0
TLR9-MyD88 inh	8	-9	9	3	1	-6	7	-10	0	-4
NR2F2 inh	-9	-19	0	10	-4	-9	9	-8	3	-23
NR5A2 inv ag	8	-3	16	3	11	-5	6	-6	-4	-66
TWEAK-Fn14 inh	-8	9	12	9	98*	-11	6	-3	20	21
SRC3 inh	9	-7	22	8	39	20	7	21	5	-60
LMP1 NFkB inh	-11	0	-5	6	23	-3	4	-5	-16	-7
NCOA1 inh	-1	-3	8	-2	29	9	3	5	-1	-13
NOD2 RIPK2 PPI	-10	-5	6	5	1	4	1	-9	-4	-1
NCOA2 inhibitor	-16	-11	4	25	7	-12	4	14	-8	-10
TRAIL sens C8	-4	-22	24	-1	-3	-5	4	-15	3	17

Three compounds out of the list above, arranged by their value in NR2F2 inh, high to low.
| entry | canonical_smiles | TLR9-MyD88 inh | NR2F2 inh | NR5A2 inv ag | TWEAK-Fn14 inh | SRC3 inh | LMP1 NFkB inh | NCOA1 inh | NOD2 RIPK2 PPI | NCOA2 inhibitor |
| --- | --- | --- | --- | --- | --- | --- | --- | --- | --- | --- |
| 33 | COc1ccc(CNC(=O)c2ccc(CS(=O)Cc3cccc(Cl)c3)o2)cc1 (stereo not drawn) | 9 | 0 | 16 | 12 | 22 | -5 | 8 | 6 | 4 |
| 35 | CCOC(=O)C(=Cc1cc(=O)c(OC)co1)C(=O)OCC | 1 | -4 | 11 | 98* | 39 | 23 | 29 | 1 | 7 |
| 40 | Cc1c(C(=O)N2CCCc3ccccc32)sc2nc(-c3ccccc3)cn12 | -4 | -23 | -66 | 21 | -60 | -7 | -13 | -1 | -10 |

Following part
(41) CN(Cc1ccccc1)C(=O)c1cc2cc(F)ccc2[nH]1
(42) Cc1ccc(S(=O)(=O)N2[C@@H](c3cccc(Cl)c3)C(C(=O)O)=CC[C@H]2c2cccc(C)c2)cc1
(43) C=C(C)c1cccc(C(C)(C)NC(=O)N2CCCC(C(N)=O)C2)c1 (stereo not drawn)
(44) Cc1ccc(NC(=S)NCCc2ccc(S(N)(=O)=O)cc2)c(C)c1
(45) COc1ccccc1NC(=O)c1ccc(-c2ccccc2F)o1
(46) Cc1ccc(S(=O)(=O)N2CC=C(C(=O)NC3CCCC3)CC2)cc1

compound no.	41	42	43	44	45	46
TROY NFkB inh	-28	20	-3	5	-19	-5
TLR9-MyD88 inh	-2	-4	4	-8	0	13
NR2F2 inh	7	-5	9	13	1	0
NR5A2 inv ag	4	9	-5	6	-4	5
TWEAK-Fn14 inh	8	20	-3	2	-10	4
SRC3 inh	-6	-5	8	13	-52	11
LMP1 NFkB inh	-1	4	-2	-1	-13	-4
NCOA1 inh	-31	0	-5	-5	-36	2
NOD2 RIPK2 PPI	-4	-9	0	7	-15	10
NCOA2 inhibitor	-31	-2	-42	-19	-18	12
TRAIL sens C8	-3	1	8	-4	0	-3
